High-throughput results (PubChem BioAssay)
UHRF1 binding = UHRF1 methylated DNA binding inhibitors, primary screen, counter-screen for MBD2 inhibitor project, biochemical, TR-FRET, human UHRF1, single concentration | inhibition, % at 4.4 µM | UHRF1 binding to methylated oligo | hit rate 0.75% among 370,000; in the data active = inhibition above about 21%;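 note: UHRF1 SRA domain binding a hemimethylated CpG hairpin DNA probe; 0% = median of test compound wells and 100% = reference inhibitor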
PRMT1 FP inh = PRMT1 methyltransferase inhibitors, primary screen, biochemical, fluorescence polarization; inhibition, % at 2.79 µM; hit rate 1.3% among 370,000; recombinant PRMT1, activity-based probe fluorescence polarization; Protein arginine N-methyltransferase 1 (Homo sapiens), Q99873;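 active = inhibition above about 21% made by adding two undisclosed values, limit read from the data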
MBD2 inh = inhibitors of MBD2 binding to methylated DNA, primary screen, biochemical, TR-FRET, DNA-binding domain, human | Methyl-CpG-binding domain protein 2 (Homo sapiens), Q9UBB5 | MBD2 binding to methylated oligonucleotide | inhibition, % at 4.4 µM | hit rate 0.31% among 370,000 | AID 686964, 2013; in the data active = inhibition above about 13%
Tn7 DDE FP = inhibitors of Tn7 peptide binding to fibrin DD(E), primary screen, biochemical, fluorescence polarization, human fibrin, Tn7 probe | Fibrinogen beta chain (Homo sapiens), P02675 | FP displacement of FITC-Tn7 peptide from fibrin DD(E); 0% = median of compound wells per plate | inhibition, % at 8.3 µM | hit rate 0.13% among 370,000 | AID 720508, 2013;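 active = inhibition above the mean of compounds falling within the control limits plus 3 SD of them, cut at about 14% in these data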;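 note: 0% = plate median of compound wells and 100% = 10 µM Aha-Tn7 peptide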
Target sequence (P02675 whole entry, looked up): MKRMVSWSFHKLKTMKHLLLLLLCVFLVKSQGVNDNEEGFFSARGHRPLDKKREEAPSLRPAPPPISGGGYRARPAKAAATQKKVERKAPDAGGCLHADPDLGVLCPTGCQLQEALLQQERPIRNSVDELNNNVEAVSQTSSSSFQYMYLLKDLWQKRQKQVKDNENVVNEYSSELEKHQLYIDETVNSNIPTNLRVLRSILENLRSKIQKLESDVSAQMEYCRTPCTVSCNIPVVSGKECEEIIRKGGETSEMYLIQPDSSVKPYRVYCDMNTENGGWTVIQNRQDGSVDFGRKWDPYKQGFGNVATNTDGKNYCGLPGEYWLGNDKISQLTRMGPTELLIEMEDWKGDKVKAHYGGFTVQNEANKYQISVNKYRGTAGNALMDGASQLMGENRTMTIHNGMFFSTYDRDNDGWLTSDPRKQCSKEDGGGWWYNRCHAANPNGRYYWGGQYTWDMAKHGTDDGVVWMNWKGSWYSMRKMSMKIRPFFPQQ
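assay system = human clot-derived fibrin DD(E) complex | quantity = Fibrin-DD(E) at 2 µM final | timing = 10 min preincubation, 3 h with tracer, room temperature | signal = fluorescence polarization | measure = percent inhibition | benchmarks = high control wells with 10 µM unlabelled Aha-Tn7 peptide (full inhibition) | replicates = singlicate testing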
Tn6 DDE FP = inhibitors of Tn6 peptide binding to fibrin DD(E), primary screen, biochemical, fluorescence polarization, human fibrin, Tn6 probe. Fibrin DD(E) TRITC-Tn6 fluorescence polarization displacement. hit rate 0.21% among 370,000. Fibrinogen beta chain (Homo sapiens), P02675. AID 720509, 2013. inhibition, % at 8.3 µM;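 active = inhibition above a per-campaign cutoff: mean of compounds within control limits plus 3 SD, cut at about 15% in these data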;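 note: 0% = median of all compound wells on the plate and 100% = blocking peptide control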
TCR CD3 inh = inhibitors of human TCR-CD3 interaction, primary screen, biochemical, fluorescence, TAMRA-labeled TCR probe | T-cell receptor (TCR) | inhibition, % at 9.4 µM | hit rate 0.37% among 360,000 | AID 651800, 2012; in the data active = inhibition above about 19%;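 note: recombinant mutant TCR 2C K166C tagged with TAMRA read by polarization; 0% = receptor in buffer alone and 100% = receptor with positive control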
SIAE primary = human SIAE inhibitors, primary screen, biochemical, fluorescence polarization, FP-Rh probe, 1536-well HTS. Sialate O-acetylesterase (Homo sapiens), Q9HAT2. SIAE FP-Rh probe binding. inhibition, % at 9.66 µM. hit rate 0.69% among 370,000. AID 1053197, 2014;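 active = inhibition above a cutoff: mean of compounds within the control limits plus 3 SD of those, cut at about 17% in these data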;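 note: 0% = plate median of compound wells and 100% = probe without SIAE protein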
Target sequence (Q9HAT2 whole entry, looked up): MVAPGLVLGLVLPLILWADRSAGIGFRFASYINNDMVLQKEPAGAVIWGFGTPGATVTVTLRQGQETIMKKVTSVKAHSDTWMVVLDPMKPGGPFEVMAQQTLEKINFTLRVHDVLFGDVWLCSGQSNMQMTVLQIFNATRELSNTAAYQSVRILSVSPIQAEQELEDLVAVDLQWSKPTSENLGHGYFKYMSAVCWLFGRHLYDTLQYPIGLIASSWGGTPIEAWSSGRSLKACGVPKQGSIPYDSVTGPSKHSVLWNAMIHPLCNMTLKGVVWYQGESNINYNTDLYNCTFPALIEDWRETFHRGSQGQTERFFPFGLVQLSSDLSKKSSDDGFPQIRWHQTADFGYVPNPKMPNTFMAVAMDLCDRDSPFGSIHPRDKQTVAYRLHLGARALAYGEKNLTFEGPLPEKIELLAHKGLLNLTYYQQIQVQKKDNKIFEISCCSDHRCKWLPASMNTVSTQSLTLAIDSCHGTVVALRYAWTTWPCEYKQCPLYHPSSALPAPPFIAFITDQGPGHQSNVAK
proKLK7 act = proKLK7 zymogen activators, primary screen, biochemical, fluorescence intensity | purified proKLK7, EDANS-DABCYL substrate fluorescence; 100% is mature enzyme control, 0% vehicle | activation, % at 7 µM | hit rate 0.9% among 370,000;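 active = activation above the mean of all tested compounds plus 3 SD, computed per campaign excluding outliers beyond control limits, cut at about 13% in these data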
LEDGF integ inh = blockers of LEDGF/p75-dependent integrase strand transfer – biochemical, TR-FRET, high throughput, primary screen; HIV-1 integrase (with human LEDGF/p75); TR-FRET IN-LEDGF/p75 DNA integration, Eu/Cy5; inhibition, % at 3.7 µM; hit rate 0.64% among 370,000;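 active = inhibition above the screen-wide mean plus 3 SD, cut at about 13% in these data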;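 note: signal is the Cy5 over europium emission ratio at 671 and 618 nm; 0% = plate median of compound wells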
TDP2 absorb = human TDP2 enzyme inhibitors, primary screen, biochemical, epi absorbance, recombinant enzyme. inhibition, % at 12.8 µM. hit rate 0.34% among 370,000. Tyrosyl-DNA phosphodiesterase 2 (Homo sapiens), O95551. T5PNP hydrolysis, p-nitrophenol absorbance 415 nm;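 active = inhibition above the mean of all tested compounds plus 3 SD, set per campaign, cut at about 25% in these data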;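 note: 0% = DMSO with enzyme and 100% = buffer with substrate but no TDP2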
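test system = human TDP2 enzyme | input = TDP2 enzyme at 120 nM final | medium = 50 mM Tris-HCl pH 7.5 with Mg2+, KCl, DTT, BSA | also added = T5PNP substrate, 5 mM | times = 2 h at 37 °C | technique = epi absorbance | benchmarks = high control without enzyme, low control DMSO plus TDP2 | replication = each compound tested once, singlicate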
* hit, by the source's call; nt = not tested or not shown.

SMILES | UHRF1 binding | PRMT1 FP inh | MBD2 inh | Tn7 DDE FP | Tn6 DDE FP | TCR CD3 inh | SIAE primary | proKLK7 act | LEDGF integ inh | TDP2 absorb
COc1cccc(-c2ccc(NC(=O)C3CCCN(Cc4cccc(C)n4)C3)cc2)c1 (stereo unspecified) | 0 | 0 | 0 | 1 | 2 | 9 | -8 | 0.0 | -2 | -3
Clc1ccc(-c2nsc(N3CCOCC3)n2)c(Cl)c1 | 12 | -2 | -1 | 1 | -3 | -3 | 3 | -0.1 | 2 | 3
COc1ccc(Nc2ccc(S(=O)(=O)N3CCCCC3)cc2[N+](=O)[O-])cc1Cl | 0 | 0 | 4 | -1 | 1 | 4 | 25* | 0.0 | -2 | 2
CCOC(=O)C1CCCN(c2oc(-c3ccc(OC)cc3)nc2C#N)C1 (stereo unspecified) | -3 | -2 | 1 | -10 | -9 | 10 | 3 | -3.5 | 1 | 4
O=C(c1ccccc1)N1CCN(CC(O)COc2cccc3ccccc23)CC1 (stereo unspecified) | 1 | 3 | 3 | 0 | 0 | -6 | -3 | -0.7 | -2 | 2
COc1cc(NC(=O)COc2ccccc2Cl)ccc1NC(=O)C(C)C | 0 | 3 | 4 | -1 | -6 | 0 | -1 | -0.3 | -4 | -3
COc1ccc(C(CC(=O)NCc2ccccc2)C(C)C)cc1 (stereo unspecified) | -2 | -7 | 2 | 4 | 4 | 1 | 7 | 0.3 | 3 | -16
CN(C)C(CNC(=O)c1oc2ccccc2c1CSc1ncn[nH]1)c1ccco1 (stereo unspecified) | 2 | -2 | -3 | -7 | 1 | 2 | -3 | -0.2 | 4 | -5
COC(=O)c1cc(Br)cn1S(=O)(=O)c1ccccc1 | 1 | -1 | 2 | 3 | -2 | 3 | -10 | 0.1 | -3 | -1
CSc1nnc(-c2ccc(Cl)cc2Cl)o1 | -1 | 0 | -1 | -9 | -5 | 6 | -3 | -0.2 | -1 | -3
COc1ccccc1OCCn1nc2ccccc2c1OC | -1 | 3 | 0 | 0 | 0 | -3 | 1 | -0.3 | -5 | 2
CCOC(=O)c1c(C)[nH]c(N=Nc2ccc(C)cc2)c1C | -5 | 1 | -2 | -10 | -6 | 1 | -5 | 0.2 | 4 | -20
O=C(OCc1nc2ccccc2s1)c1cccs1 | -1 | 3 | -3 | 5 | 2 | 8 | 7 | 0.7 | 0 | 4
Cc1cccc(C)c1C(O)c1ncc(-c2ccccc2Cl)[nH]1 (stereo unspecified) | 0 | -2 | -4 | 3 | -12 | -2 | 0 | 0.1 | -2 | -8
O=S1(=O)C[C@H](N2CCN(CC3CC3)CC2)[C@@H](COCc2ccccc2)N1 | -3 | 0 | -8 | 9 | 0 | -1 | 6 | 0.3 | 1 | -6
COc1ccc2[nH]c(C(=O)N3CCN(C)CC3)c(C)c2c1 | 1 | -3 | -2 | 7 | 2 | -2 | 4 | 2.7 | 3 | -9
Cc1cccc(C)c1NC(=O)CN1C(=O)S/C(=C\c2cccn2-c2cccc(C(=O)O)c2)C1=O | -1 | 1 | 4 | -8 | 0 | -6 | 9 | 0.4 | 0 | 3
O=C1c2ccccc2C(c2nnnn2-c2ccc3c(c2)OCCO3)N1CCc1ccc(O)cc1 (stereo unspecified) | -1 | -2 | 0 | -8 | -4 | 2 | 1 | -0.8 | 1 | -9
O=C(N/N=C\c1ccc(Sc2ccccn2)o1)c1cccc(Br)c1 | -1 | 9 | 2 | 8 | -11 | 6 | -7 | 1.1 | -4 | -6
C=C(C)c1cccc(C(C)(C)NC(=O)N2CCN(C)CC2)c1 | 1 | -1 | 2 | 0 | -4 | -1 | -6 | -0.7 | 0 | 1
O=C(Cn1nc(-c2ccccc2F)ccc1=O)NCc1ccc2c(c1)OCO2 | 12 | 3 | 2 | -2 | -1 | -1 | -2 | -0.2 | -3 | 14
Cc1cc(C)c(NS(=O)(=O)c2ccc3c(c2)NC(=O)CCS3)c(C)c1 | 2 | 3 | 2 | 1 | 1 | -1 | -4 | -0.8 | -1 | -2
Cc1ccc[n+](CC(=O)c2ccc(NC(=O)c3ccccc3)cc2)c1C | -1 | 2 | 1 | -3 | -3 | -10 | -3 | -1.0 | -5 | -15
Cn1nccc1C(=O)Nc1ccccc1C(=O)O | 3 | 1 | -1 | 5 | -2 | 0 | 3 | -0.1 | -5 | 8
CCOC(=O)c1ccccc1NC(=O)C1CSC2(C)CCC(=O)N12 (stereo unspecified) | 1 | 2 | -3 | -2 | -5 | 5 | 2 | -0.3 | -2 | 10
CCc1ccc(C(=O)/C=C/NCc2ccc(F)cc2)cc1 | 0 | 1 | 2 | -5 | 1 | -2 | -3 | -3.2 | 0 | 6
Cc1ccccc1N=C1N=C(N)c2ccccc21 | -2 | -1 | 1 | -7 | 3 | 4 | 1 | 0.4 | 0 | 6
COc1cc(C(=O)NC(=S)NNC(=O)[C@H]2C[C@@H]2c2ccccc2)cc(OC)c1OC | 5 | 1 | -3 | -3 | 0 | -2 | 2 | -0.1 | -4 | -1
O=C(CCS(=O)(=O)c1ccc(Br)cc1)Nc1cc(F)ccc1F | 4 | 1 | 3 | 3 | 1 | 3 | -1 | 0.6 | 0 | 13
CCN=C1NC(c2cccc(Cl)c2)C(C(=O)OC)=C(C)N1Cc1ccc(C(F)(F)F)cc1 (stereo unspecified) | 2 | 4 | 1 | -3 | 2 | -3 | 3 | 1.4 | -4 | -5
CC1(C)C(=O)N(OCc2ccccc2)C(C)(C)C(=O)N1OCc1ccccc1 | 2 | 3 | -6 | 5 | 6 | -2 | -1 | -0.6 | 4 | 1
Cn1c(SC/C=C/c2ccccc2)nnc1-c1cccnc1 | 3 | -5 | 4 | -11 | -6 | nt | -11 | -0.6 | 6 | -7
Cn1c(CC(=O)Nc2ccccc2F)nnc1SCC(=O)Nc1nncs1 | 3 | -3 | -2 | -7 | -1 | -3 | -7 | 0.1 | 3 | -5
Cn1c(=O)c2c(ncn2CC(=O)OCC(=O)c2ccc(F)c(F)c2)n(C)c1=O | -1 | -3 | 0 | 1 | 2 | 5 | -5 | 0.4 | -2 | -4
COc1cc(/C=C2\SC(=S)N(CC(=O)NC(C)(C)C)C2=O)cc(OC)c1OC | -1 | -1 | -4 | -6 | -4 | -7 | -7 | -0.7 | -1 | -11
COc1ccc(OC)c(C(C)NS(=O)(=O)c2cccs2)c1 (stereo unspecified) | -2 | 6 | 7 | 1 | 4 | -6 | 4 | -0.8 | -5 | 7
CSCCC(NC(=O)c1ccccc1Br)C(=O)NCc1ccc(F)cc1 (stereo unspecified) | 0 | 4 | -3 | -1 | 7 | 1 | -1 | -0.1 | 0 | 5
O=C(Cc1cccs1)NCc1cccc(C(F)(F)F)c1 | 2 | 0 | -1 | 1 | -12 | -8 | 2 | -0.6 | -4 | -8
O=C(Nc1ccc2c(c1)OCCO2)c1ccccn1 | 1 | -3 | -1 | -2 | 4 | -5 | -3 | -0.1 | -4 | -7
CCOC(=O)c1c(-n2cnnn2)sc(C)c1C | -2 | 4 | 2 | -2 | 1 | 0 | -1 | 0.6 | 0 | -4
O=C(/C=C/c1ccc(Cl)cc1)NC(=S)Nc1ccc(CN2CCOCC2)cc1 | -1 | 1 | -1 | 5 | -14 | 2 | 1 | -0.4 | 3 | -1
CSc1ccccc1C(=O)OCC(=O)Nc1ccc(N2CCOCC2)cc1 | -3 | -2 | -5 | -2 | -10 | 0 | 2 | 0.3 | 0 | 5
Cc1cccc(C(C)C)c1NC(=O)c1c(-c2ccccc2)noc1C | -1 | 2 | 8 | 0 | 0 | -1 | -1 | -0.1 | 3 | 11
CC(=O)Nc1ccc(C(=O)NCCN2CCOCC2)cc1 | 3 | -5 | 1 | -1 | -3 | -12 | -5 | -0.3 | 8 | -9
COc1ccc(NS(=O)(=O)c2cc(NC(=O)Cc3n[nH]c(=O)c4ccccc34)ccc2OC)cc1 | -1 | -2 | 1 | -1 | 1 | 9 | -6 | -0.5 | 4 | -8
CCOc1ccc(CCNC(=O)COC(=O)c2ccc3c(c2)OCCO3)cc1OCC | 1 | -3 | 4 | 3 | 0 | -1 | -6 | -0.2 | 1 | -7
C=CCCN([C@@H](C)C(=O)OC)S(=O)(=O)c1ccccc1Br | -2 | -2 | -3 | 1 | -3 | -3 | -4 | -0.5 | 1 | 10
CC1C=CCC2C(=O)N(c3cccc(C(=O)NCc4ccccc4)c3)C(=O)C12 (stereo unspecified) | -1 | 3 | -1 | 1 | -7 | 5 | 2 | 0.5 | 2 | 9
NC(=S)Nc1cccc2cc3ccccc3cc12 | -6 | 6 | -6 | -3 | -3 | -2 | 19* | 5.8 | -2 | 19
Cc1cc(C)n(-c2ccc(C(=O)Nc3cccc(S(=O)(=O)N(C)C)c3)cc2)n1 | 1 | -2 | 0 | 1 | 3 | 6 | -5 | 0.8 | -1 | 1
Cc1nc2nc[nH]n2c(=O)c1NS(=O)(=O)c1ccc(F)cc1 | -1 | 1 | 1 | 7 | 1 | -5 | 4 | 0.0 | -6 | 0
O=c1ccc(Cl)nn1-c1ccccc1 | 4 | -4 | -2 | 4 | 4 | 4 | 6 | -0.5 | -2 | 15
Cc1cccc(C)c1-n1nnnc1C(c1ccnc2ccccc12)N1CCOCC1 (stereo unspecified) | 3 | -6 | -2 | -1 | -3 | -3 | -2 | -0.1 | 5 | -7
COc1ccc(CCNC(=O)C/C(C)=N/NC(=O)C23CC4CC(CC(C4)C2)C3)cc1OC | 1 | -2 | 1 | 1 | 3 | -4 | 8 | -0.1 | -3 | -1

A few values from above:
Value of `CCc1ccc(C(=O)/C=C/NCc2ccc(F)cc2)cc1` under TDP2 absorb: 6
Value of `CC(=O)Nc1ccc(C(=O)NCCN2CCOCC2)cc1` under UHRF1 binding: 3
Value of `COc1ccc(C(CC(=O)NCc2ccccc2)C(C)C)cc1` (stereo unspecified) under MBD2 inh: 2
